Compound activity: PubChem BioAssay, National Center for Advancing Translational Sciences (NCATS)
TDP1 block = qHTS Assay for Inhibitors of Tyrosyl-DNA Phosphodiesterase (TDP1). Tyrosyl-DNA phosphodiesterase 1 (Homo sapiens), Q9NUW8. recombinant TDP1, AlphaScreen DNA substrate cleavage. Potency, µM (series often up to 130 µM), inactives show at the highest dose activity change, negative = inhibition, actives largely listed as inhibitors. 350,000 compounds, 0.28% hits. AID 485290, 2010; further: nearly all actives have a fitted effect of over 40% in size
Target sequence (Q9NUW8 whole entry, looked up): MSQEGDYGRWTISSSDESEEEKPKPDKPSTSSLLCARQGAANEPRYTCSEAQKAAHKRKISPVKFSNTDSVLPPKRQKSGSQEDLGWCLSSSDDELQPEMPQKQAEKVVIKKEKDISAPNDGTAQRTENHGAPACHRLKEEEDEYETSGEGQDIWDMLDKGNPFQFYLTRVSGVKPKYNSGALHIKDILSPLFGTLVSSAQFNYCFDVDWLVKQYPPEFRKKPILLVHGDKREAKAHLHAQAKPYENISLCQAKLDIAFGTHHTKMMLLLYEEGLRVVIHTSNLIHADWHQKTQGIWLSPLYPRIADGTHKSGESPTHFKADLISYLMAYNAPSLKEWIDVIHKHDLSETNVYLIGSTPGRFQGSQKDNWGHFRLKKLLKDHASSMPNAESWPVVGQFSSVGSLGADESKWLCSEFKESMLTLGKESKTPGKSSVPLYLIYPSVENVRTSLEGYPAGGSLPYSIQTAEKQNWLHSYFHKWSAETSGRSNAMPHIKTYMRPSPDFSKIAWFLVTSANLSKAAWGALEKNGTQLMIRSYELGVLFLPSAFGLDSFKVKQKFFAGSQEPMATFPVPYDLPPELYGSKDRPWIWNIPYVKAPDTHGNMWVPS
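Enzyme-compound mixtures sat 15 min at room temperature, followed by a 5 min reaction with 15 nM final substrate and 10 min with AlphaScreen beads. Recombinant human Tdp1 was used at 1 nM final.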
DT40 TDP1 no CPT = qHTS for Inhibitors of human tyrosyl-DNA phosphodiesterase 1 (TDP1): qHTS in cells in absence of CPT; DT40 Tdp1-/- hTDP1 cells, no CPT, ATP luminescence, 48 h; Potency, µM (highest dose often 46.2 µM), for the others: top-dose activity change, negative = growth inhibition, hits mostly inhibitors; 420,000 compounds, 15% hits; AID 686978, 2013; further: nearly all actives have a fitted effect of over 55% in size
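Cells were dispensed at 400 per well, compounds added by pin tool, plates incubated ≥48 hr at 37 °C, then CellTiter-Glo added for 30 min at room temperature before luminescence reading. Line: DT40 Tdp1-/- complemented with hTDP1; camptothecin omitted.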
N370S GC mod = qHTS Assay for Inhibitors and Activators of N370S glucocerebrosidase as a Potential Chaperone Treatment of Gaucher Disease; Potency, µM (series often up to 59.4 µM), for the others: at the highest dose activity change, negative = inhibition, most hits filed as inhibitors; Lysosomal acid glucosylceramidase (Homo sapiens), P04062; 330,000 compounds, 0.092% hits; N370S GC spleen homogenate, 4MU-glucoside fluorescence; AID 2101, 2009;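 further: 0% = full enzyme activity and -100% = no enzyme basal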
Active calls of the source: *; ? = inconclusive; . = not tested or not shown; [ ] = dose if it differs, or a comment. The call rests on the fitted dose curve; in most records, active means well fitted curve in the direction sought with a large enough effect; inconclusive means small, poorly fitted or top-dose-only effect, or another doubt; inactive means no such curve, though single readings can be large; an effect the other way counts as inactive or inconclusive. Unless noted, on the % scale 0 is the no-effect control and ±100 the full control effect; potency means the concentration at half of the fitted maximal effect. A portion of the library; rates above refer to the full screens.

SMILES	TDP1 block	DT40 TDP1 no CPT	N370S GC mod
COC(=O)c1[nH]c2c(c1C)C(=O)CC(c1ccccc1)C2 (configuration not stated)	1%	1.3µM*	9%
Cc1ccc(C)c(OCC(=O)N/N=C/c2c(C)nn(-c3ccccc3)c2Cl)c1	-1%	.	-7%
COc1ccc(C2/C=C\CN([S+](=O)([O-])c3ccc4ccccc4c3)C(C)C(=O)N2Cc2ccc(F)cc2)cc1 (configuration not stated)	7%	.	-14%
O=C1NCCCC1C(=O)N1CCN(C(=O)C2CCCNC2=O)CC1 (configuration not stated)	4%	.	-20%
Nc1ncc(-c2nnnn2-c2ccc(Cl)cc2)c(-c2ccc(Cl)cc2)n1	4%	5.8µM*	-4%
COc1ccc(OCCC(=O)OCc2c(C)noc2C)cc1	2%	-5%	12%
CCC(=O)OCc1cc2cccc(C)c2[nH]c1=O	-6%	-8%	19%
CN1CCCN(C(=O)c2cccc(Cl)c2)CC1	.	17%	5%
Clc1ccc2oc(-c3ccccc3)nc2c1	2%	-17%	2%
C[C@H](NC(=O)[C@@H]1Cc2ccccc2CN1)C(=O)NC1CCCCC1	5%	-5%	1%
Cc1cc(C(=O)N2CCc3ccccc32)n(-c2ccccc2)n1	10%	18µM*	-3%
CCOc1ccc(C(=O)NCC(c2ccco2)N2CCc3ccccc3C2)cc1 (configuration not stated)	1%	?	5%
CC(=O)Nc1ccc(OCC(O)Cn2cccn2)cc1 (configuration not stated)	.	-12%	-7%
C=CCNC(=O)C1=NOC(CNC(=O)c2c(-c3ccccc3Cl)noc2C)C1 (configuration not stated)	0%	-7%	6%
Cc1ccc(C)c(S(=O)(=O)Nc2nc(C)c(C(=O)Nc3ccccc3)s2)c1	6%	?	-18%
O=C(Nc1cccc(O)c1)N1CCOCC1	0%	-2%	3%
CCOC(=O)c1cc2cc3ccccc3cc2oc1=O	.	3%	0%
Cc1nc2c(ccc3c([N+](=O)[O-])cccc32)c(C)c1C	6%	-29%	5%
O=C(CCC1CCCC1)N1CCc2c([nH]c3ccccc23)C1c1ccc(Cl)cc1 (configuration not stated)	8%	?	.
O=C1c2ccccc2S(=O)(=O)N1CC(O)Cn1c2ccccc2c2ccccc21 (configuration not stated)	3%	-10%	28%
COc1ccccc1CN1C2CCCC1CC(NC(=O)/C=C/c1ccccc1)C2 (configuration not stated)	0%	?	-15%
FC(F)(F)c1ccc2c(c1)nc1n2CCCC1	2%	-13%	-4%
N#Cc1cc(-c2ccccc2)cnc1Cl	.	-1%	5%
CCOc1ccc(OCCCC(=O)O)cc1	3%	-3%	?
CCOc1ccc(NCC(=O)c2ccc(C)cc2)cc1	3%	?	5%
O=C(NCc1cccs1)C1CCCN(S(=O)(=O)c2cccs2)C1 (configuration not stated)	2%	-3%	10%
Cc1ccc(OCC(=O)Nc2ccc(S(=O)(=O)N3CCCC3)cc2)cc1	7%	-19%	2%
O=C(NCc1ccc(F)cc1)C1CCC(CNc2c(N3CCOCC3)c(=O)c2=O)CC1 (configuration not stated)	.	18%	13%
CCOc1ccc(NC(=O)Cn2cnc3nc4c(cc3c2=O)CCCC4)cc1	5%	-30%	.
COCCCNC(=O)CCCn1c(=O)c2cccn2c2cccnc21	3%	-10%	.

Another view of part of the listing above.
Sequence of screens: TDP1 block, DT40 TDP1 no CPT, N370S GC mod
O=C(CCC1CCCC1)N1CCc2c([nH]c3ccccc23)C1c1ccc(Cl)cc1 (configuration not stated)
    8%, ?, .
O=C1c2ccccc2S(=O)(=O)N1CC(O)Cn1c2ccccc2c2ccccc21 (configuration not stated)
    3%, -10%, 28%
COc1ccccc1CN1C2CCCC1CC(NC(=O)/C=C/c1ccccc1)C2 (configuration not stated)
    0%, ?, -15%
FC(F)(F)c1ccc2c(c1)nc1n2CCCC1
    2%, -13%, -4%
N#Cc1cc(-c2ccccc2)cnc1Cl
    ., -1%, 5%
CCOc1ccc(OCCCC(=O)O)cc1
    3%, -3%, ?

The listing continues:
SMILES	TDP1 block	DT40 TDP1 no CPT	N370S GC mod
OC(COCC1COc2ccccc2O1)CN1CCN(c2ccccc2)CC1 (configuration not stated)	5%	?	4%
COc1ccc(-n2c(=O)c3c(c4cc(OC)ccc4n3C)n(Cc3ccc(F)cc3Cl)c2=O)cc1	6%	?	.
CCOc1ccc(NC(=O)CN(C)C(=O)c2ccc(NC3CC3)c([N+](=O)[O-])c2)cc1OCC	-5%[0.505 µM]	-40%	0%
CCOC(=O)c1sc(-c2cccc(C(F)(F)F)c2)nc1O	-3%	21µM*	-4%
CCCc1cc(=O)[nH]c(SCC(=O)N(CCOC)c2c(N)n(Cc3ccccc3)c(=O)[nH]c2=O)n1	0%[0.505 µM]	20%	0%
CC(=O)Nc1ccc(S(=O)(=O)NC2(C(F)(F)F)NC(=O)N(C3CCCC3)C2=O)cc1 (configuration not stated)	5%	-20%	18%
CC(C)(C)C(=O)Nc1ccc(C(=O)Nc2cc(NC(=O)c3ccc(NC(=O)C(C)(C)C)cc3)cc(C(=O)O)c2)cc1	.	-8%	-7%
N#Cc1c(N)n(-c2ccc(O)cc2)c2nc3ccccc3nc12	6%	-16%	-5%
O=S(=O)(c1ccc(Cl)cc1)c1nc(-c2ccccc2Br)oc1N1CCOCC1	1%[2.28 µM]	23µM*	.
O=C(CCC(=O)N1CCN(c2ccccc2F)CC1)c1ccc(F)cc1	-1%	?	-2%
Cc1cccc(-c2nc(CN3CCCC(C(=O)N4CCN(c5cc(Cl)ccc5C)CC4)C3)c(C)o2)c1 (configuration not stated)	9%	21µM*	.
O=C(C1=C[C@@H](c2ccc(C(F)(F)F)cc2)C[C@@H](OCCCCO)O1)N1CCOCC1	1%	-4%	13%
COCCN(Cc1cc2cc(C)ccc2n2nnnc12)C(=S)Nc1ccc(C)cc1	3%	23µM*	3%
Cc1ccc(O)c(NC(=O)c2cc(-c3ccc(F)cc3)no2)c1	12%	-20%	.
NS(=O)(=O)c1ccc(NC(=O)COC(=O)c2ccc3c(c2)OCCO3)cc1	3%	?	-3%

Some of the entries so far, as labelled records.
O=C(NCc1ccc(F)cc1)C1CCC(CNc2c(N3CCOCC3)c(=O)c2=O)CC1 (configuration not stated)
  TDP1 block = .	DT40 TDP1 no CPT = 18%	N370S GC mod = 13%

CCOc1ccc(NC(=O)Cn2cnc3nc4c(cc3c2=O)CCCC4)cc1
  TDP1 block = 5%	DT40 TDP1 no CPT = -30%	N370S GC mod = .

The list continues:
SMILES	TDP1 block	DT40 TDP1 no CPT	N370S GC mod
O=C(c1ccc(COc2c(F)c(F)c(F)c(F)c2F)o1)N1CCOCC1	7%	?	-8%
CCOC(=O)c1ccc(NC(=O)CN(c2ccc(C)cc2)S(=O)(=O)c2c(C)noc2C)cc1	2%	?	.
CCCCNC(=O)N(O)C1N(/N=C/c2cccs2)C(=S)SC1(C)C (configuration not stated)	5%	-21%	-4%
C[C@H](CO)N1C[C@H](C)[C@@H](CN(C)C(=O)NC2CCCCC2)Oc2ccc(NC(=O)Cc3ccccc3)cc2C1=O	1%	-6%	.
COc1ccccc1C(=O)Nc1c2c(nn1-c1ccc([N+](=O)[O-])cc1)CS(=O)(=O)C2	3%	28%	-14%
CC12COC3(C(=O)Nc4ccccc4)CC1CCC32C (configuration not stated)	-5%	-13%	5%
O=S(=O)(NC1CCCCC1NS(=O)(=O)c1ccc(F)cc1)c1ccc(F)cc1 (configuration not stated)	4%	-11%	-7%
CCOC(=O)c1nc(Nc2ccc(OC)cc2)c2ccccc2n1	.	21µM*	-10%
N#Cc1cc2c(nc1SCc1ccc(Cl)nc1)CCCCC2	.	?	29%
O=C(O)CCCNC(=O)c1ccccn1	-3%	8%	2%
CC[C@@H](NS(=O)(=O)c1ccc(C)cc1)C(=O)Oc1ccc2c3c(c(=O)oc2c1)CCC3	-3%	-21%	7%
N#Cc1ccc(COc2ccc(CCO)cc2-n2nc3ccccc3n2)cc1	4%	16µM*	4%
CCn1c2ccccc2c2cc(N=C3SC(CC(=O)Nc4ccccc4OC)C(=O)N3C)ccc21 (configuration not stated)	-1%	26µM*	-5%
Cc1c(CCNC(=O)c2ccc(C(F)(F)F)cc2)sc2nc(-c3ccc(F)cc3)nn12	0%	?	.
CC(=O)c1cccc(CN2CCCC(C(=O)Nc3ccc(-c4ccco4)cc3)C2)c1 (configuration not stated)	9%	?	9%
CCOc1cc(CNn2cnnc2)cc(Br)c1OCC(=O)NC1CCCCC1	-5%	-14%	4%
Cc1cccc(C(=O)NC2CC3CCC(C2)N3C)c1 (configuration not stated)	0%	-2%	-20%
COc1ccc(N2CCN(C(=O)c3ccc4c(=O)n5c(nc4c3)CCCCC5)CC2)cc1	.	?	0%
CC(=O)c1ccccc1NC(=O)c1ccc(N2CCCC2=O)cc1	-2%[0.505 µM]	?	-6%
O=C(NCC1CCN(c2ccc(S(=O)(=O)N3CCOCC3)cc2)CC1)c1ccc(Cl)cc1	2%	13µM*	-10%
Cc1ccc(CNC(=O)C(CC(C)C)NS(=O)(=O)c2ccc3c(c2)oc(=O)n3C)cc1 (configuration not stated)	3%	-20%	.
O=C(CS(=O)(=O)c1cccc2nsnc12)NCc1ccccc1	1%	4%	.
CCc1nnc(NC(=O)C2CSC3(C)CCC(=O)N23)s1 (configuration not stated)	-3%	-3%	5%
O=C(NNC(=O)c1oc2ccccc2c1-n1cccc1)c1ccco1	3%	7%	0%
Cn1nnc2cc(C(=O)N3CCCCCC3)ccc21	3%[56.1 µM]	-1%	-1%
CC(=O)Nc1ccc(OCc2nnc(-c3ccc(Cl)cc3)o2)cc1	-3%	-23%	0%
CCC(C)NC(=O)c1ccccc1NC(=O)C1COc2ccccc2O1 (configuration not stated)	-8%	?	19%
Cc1onc(-c2ccccc2Cl)c1C(=O)NC(=S)NCCc1ccccc1	-2%	-28%	9%
N#Cc1ccccc1NC(=O)C(=O)NCC(c1cccnc1)N1CCc2ccccc21 (configuration not stated)	4%	16µM*	.
CN1CCN(c2ccc(S(=O)(=O)N3CCOCC3)cc2NC(=O)CCc2ccccc2)CC1	2%	11%	7%

An excerpt of these results, with values under each structure:
Second line of a record – TDP1 block | DT40 TDP1 no CPT | N370S GC mod
COC(=O)c1[nH]c2c(c1C)C(=O)CC(c1ccccc1)C2 (configuration not stated)
  1% | 1.3µM* | 9%
Cc1cc(C(=O)N2CCc3ccccc32)n(-c2ccccc2)n1
  10% | 18µM* | -3%
O=S(=O)(NC1CCCCC1NS(=O)(=O)c1ccc(F)cc1)c1ccc(F)cc1 (configuration not stated)
  4% | -11% | -7%

Next section
SMILES	TDP1 block	DT40 TDP1 no CPT	N370S GC mod
COc1cc(OC)cc(C(=O)NNC(=O)NC2CCCCC2)c1	6%	-13%	9%
Cc1ccc2nc(C)cc(C(=O)N3CCCC(N4CCN(c5ccccc5C)CC4)C3)c2c1 (configuration not stated)	3%	?	-9%
COc1cccc(CNC(=O)C2(C)Oc3ccccc3NC2=O)c1 (configuration not stated)	10%	-15%	-12%
O=C(c1ccccc1)N1CCC(c2nc(-c3ccc(S(=O)(=O)N4CCOCC4)cc3)no2)CC1	2%	?	10%
O=C(c1ccccc1Br)N1CCC(c2nc3ccccc3s2)CC1	-5%	29µM*	-28%
O=C(N/N=C/c1cccnc1)c1ccccc1Cl	.	-25%	-4%
CC(C)(CNC(=O)CCC1CCCC1)CNC(=O)CCC1CCCC1	0%	?	-3%
O=C(c1cc2nc(-c3cccs3)cc(C(F)(F)F)n2n1)N1CCCc2ccccc21	-1%	?	7%
Cc1ccc(S(=O)(=O)C2CCCCC2=O)cc1 (configuration not stated)	5%	-1%	-17%
O=C(O)c1cccc(-n2nc(-c3ccc(Cl)c([N+](=O)[O-])c3)c3ccccc3c2=O)c1	4%	2%	4%
O=C(Cc1ccccc1[N+](=O)[O-])N1CCN(S(=O)(=O)c2ccccc2)CC1	1%	-6%	0%
CSc1nc2ccc(S(=O)(=O)N3CCc4ccccc43)cc2s1	9%	23µM*	10%
CCc1ccc(S(=O)(=O)c2c(C(=O)c3ccccc3)cnc3ccc(CC)cc23)cc1	6%	15µM*	.
O=C(O)c1ccc(CNC(=O)C2CCCN2C(=O)OCc2ccccc2)cc1 (configuration not stated)	.	5%	12%
COc1ccc(NC(=O)c2cccc(S(=O)(=O)N(C)c3ccccc3)c2)cn1	-1%	16µM*	-26%
O=C(Nc1ccncc1)c1cc2ccccc2o1	7%	8.2µM*	-2%
COc1cccc(COC(=O)CSCC(=O)Nc2cccc(C)c2)c1OC	-2%	7%	-2%
COc1ccc(/C(CC2OC(=O)c3ccccc32)=N\NC(N)=O)cc1 (configuration not stated)	6%	9%	-5%
O=C(Cn1nnc(-c2ccccc2Cl)n1)N1CCCCC1	.	-25%	2%
CNC(=S)Nc1ccccc1-c1ccccc1	5%	?	-17%
C=CCOC(=O)C1=C(C)OC(N)=C(C#N)C1c1ccccc1F (configuration not stated)	-1%	?	-1%
COc1ccc(OC)c(NS(=O)(=O)c2ccc(NC(=O)c3ccc(NS(C)(=O)=O)cc3)cc2)c1	3%	-8%	2%
